Bioassay records (PubChem)
SENP6 block – inhibitors of human SENP6 protease | Q9GZR1 | Recombinant SENP6 catalytic domain, aminoluciferin luminescence | inhibition, % at 10 µM | 330,000 tested, 1.8% active | AID 2599;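 active means inhibition above about 50% at the single tested dose, limit read from the data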;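 further: plate controls were DMSO wells with enzyme for no effect and DMSO wells lacking enzyme for full effect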
HKDC1 inh – inhibitors of human hexokinase HKDC1. recombinant HKDC1, G6PDH/diaphorase resazurin coupled fluorescence. Q2TB90. 340,000 tested, 0.16% active. AID 493160. inhibition, % at 20 µM;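 active means inhibition above about 35% when tested at 20 µM, limit read from the data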;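 further: plate controls were DMSO wells with enzyme for no effect and DMSO wells lacking enzyme for full effect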
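test system = in-house recombinant HK5 (HKDC1) enzyme | amount = HKDC1 at 5 µg/mL | control set = DMSO-enzyme wells negative, buffer-substituted wells positive | compound = one dose of 20 µM, 1% DMSO | schedule = reaction time 90 min, room temperature, protected from light | technique = resorufin fluorescence at 613 nm | reagent = glucose with 1 mM ATP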
SENP8 block-1 – blocks the human protease SENP8. 330,000 tested, 1.2% active. Q96LD8. AID 2540. purified SENP8, Z-RLRGG-aminoluciferin cleavage, luminescence. inhibition, % at 10 µM; in the data active means inhibition above about 50%
Target sequence (Q96LD8 whole entry, looked up): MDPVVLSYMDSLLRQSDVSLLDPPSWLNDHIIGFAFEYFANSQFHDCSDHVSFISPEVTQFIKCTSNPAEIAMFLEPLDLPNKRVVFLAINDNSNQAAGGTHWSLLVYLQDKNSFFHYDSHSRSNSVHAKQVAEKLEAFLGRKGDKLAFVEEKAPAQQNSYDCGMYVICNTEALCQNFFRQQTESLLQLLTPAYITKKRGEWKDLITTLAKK
SENP8 block-2 – inhibitors of human SENP8 protease; Q96LD8; recombinant SENP8, Nedd8 substrate fluorescence; inhibition, % at 20 µM; 360,000 tested, 0.64% active; AID 602440; in the data active means inhibition mostly above about 40%, no sharp cut-off; inactive means mostly below about 27%
SENP1 inh – SENP1 (human) catalytic domain inhibition; Q9P0U3; recombinant SENP1 catalytic domain, CyPet-SUMO1-YPet FRET cleavage; inhibition, % at 10 µM; 360,000 tested, 0.21% active;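 active means inhibition at least 30% at 10 µM, raw YFP signal under a set limit, fluorescence ratio 0.5 to 1.5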;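 further: 0% = enzyme with DMSO and 100% = no enzyme wells; some results filed as inactive read as strong as hits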
Target sequence (Q9P0U3 419-644 limits assumed): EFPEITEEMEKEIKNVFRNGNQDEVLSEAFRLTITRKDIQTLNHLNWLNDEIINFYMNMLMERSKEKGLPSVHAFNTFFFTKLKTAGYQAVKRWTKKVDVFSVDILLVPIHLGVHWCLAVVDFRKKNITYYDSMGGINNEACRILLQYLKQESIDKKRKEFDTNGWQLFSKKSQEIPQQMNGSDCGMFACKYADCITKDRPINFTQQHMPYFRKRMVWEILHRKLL
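material = recombinant human SENP1 catalytic domain, His6-tagged | quantity = 20 pM enzyme | reagent = 25 nM SUMO1 FRET substrate | compound dosing = 10 µM single point, 0.5% DMSO | timing = 50 min enzyme reaction, room temperature, light-protected | detection = FRET, CFP and YFP emission | control set = no-enzyme low, enzyme-DMSO high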
PfG6PD inh – PfG6PD (Plasmodium falciparum) enzyme inhibition. PfGluPho enzyme, NADPH resazurin-diaphorase fluorescence. inhibition, % at 20 µM. 350,000 tested, 0.78% active;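 active means inhibition reaching at least a set limit at 20 µM in the primary screen, cut at about 59% in these data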;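 further: 0% = DMSO wells with substrate and 100% = DMSO wells lacking glucose-6-phosphate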
SENP7 block – inhibitors of human SENP7 protease. 330,000 tested, 1.5% active. inhibition, % at 5 µM. recombinant SENP7, Z-RLRGG-aminoluciferin luminescence, 40 min. Q9BQF6;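 active means inhibition above about 50% at the single test dose, limit read from the data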;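 further: plate controls were DMSO with enzyme for no effect and no enzyme buffer wells for full effect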
Target sequence (Q9BQF6 706-1050 limits assumed): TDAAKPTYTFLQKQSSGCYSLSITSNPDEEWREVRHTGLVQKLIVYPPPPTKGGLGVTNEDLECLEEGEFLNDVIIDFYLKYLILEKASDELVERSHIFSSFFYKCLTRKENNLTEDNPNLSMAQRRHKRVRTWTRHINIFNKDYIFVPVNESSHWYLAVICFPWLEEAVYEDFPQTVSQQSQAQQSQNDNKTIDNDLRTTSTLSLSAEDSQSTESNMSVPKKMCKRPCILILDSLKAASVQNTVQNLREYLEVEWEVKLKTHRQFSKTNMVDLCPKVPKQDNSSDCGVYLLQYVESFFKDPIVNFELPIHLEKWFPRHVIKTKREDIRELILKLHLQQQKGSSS
beta cell repl – MIN6 beta-cell proliferation induction | MIN6 cells proliferation, ATPlite luminescence, 48 h; cells starved in 0.2% serum; 100% = growth in 10% serum | proliferation, % at 10 µM | 330,000 tested, 0.29% active | AID 2380;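 active means compounds whose signal lies at least 3.5 SD above the mean of all wells on their plate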;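 further: 0% = DMSO-treated cells in low-serum medium and 100% = 10% serum control; some compounds called inactive have numbers as strong as hits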
UBC13 inh – human UBC13 polyubiquitination inhibition; P61088; UBC13 polyubiquitin chain formation, TR-FRET; inhibition, % at 20 µM; 330,000 tested, 0.47% active; AID 485273; in the data active means inhibition above about 45%, passing the limit was not always enough
Target sequence (P61088 whole entry, looked up): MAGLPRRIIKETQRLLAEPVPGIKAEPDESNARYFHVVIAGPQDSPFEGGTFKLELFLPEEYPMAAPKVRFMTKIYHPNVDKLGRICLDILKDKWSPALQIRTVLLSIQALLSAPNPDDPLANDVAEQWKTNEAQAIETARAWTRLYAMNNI
The depositor's hits bear a star; . = no result given.

SMILES	SENP6 block	HKDC1 inh	SENP8 block-1	SENP8 block-2	SENP1 inh	PfG6PD inh	SENP7 block	beta cell repl	UBC13 inh
NC(=O)Cn1nc2sc3ccccc3n2c(=O)c1=O	-9	.	-1	.	.	.	0	1	-3
COc1ccc(N=C2S/C(=C\c3cc(C)n(C)c3C)C(=O)N2C)cc1	12	5	5	22	-8	6	3	0	-2
CCN(CC)C(=O)[C@H]1CC(CC(=O)NCc2cccc(C(F)(F)F)c2)C(=O)N2CCc3c([nH]c4ccc(OC)cc34)[C@]12C (stereo not given in full)	.	-2	.	12	3	16	2	.	.
CN(Cc1ccccc1Cl)C(=O)CNC(=O)C12CC3CC(CC(C3)C1)C2	5	0	9	9	3	20	4	-2	6
COc1ccc(C(=O)NCCCN2CCN(CCCNC(=O)c3ccc(OC)c(OC)c3)CC2)cc1OC	-6	-3	-12	11	-1	-1	-1	0	-1
Cc1ccc(OCC(=O)Nc2ccc(S(=O)(=O)N3CCOCC3)cc2)c(C)c1	-25	-1	-1	9	-2	7	-12	-1	0
CCN(CC)C(=O)CSc1ncnc2c1nnn2-c1ccc(F)cc1	11	-4	-10	14	0	-3	-4	1	15
COc1ccc(NC(=O)CCc2nc(-c3ccccc3F)no2)cc1	-8	-6	-5	22	1	8	-11	2	4
O=C(Nc1ccncc1)c1ccc([N+](=O)[O-])cc1Cl	-19	1	-4	32	0	-8	-7	-3	2
COc1ccc(N(CC(=O)Nc2cccnc2)S(=O)(=O)c2ccccc2)cc1OC	15	4	2	12	2	15	3	-2	5
O=C(CNCc1ccco1)Nc1cc(S(=O)(=O)N2CCOCC2)ccc1N1CCCC1	-43	-4	-6	16	-9	-13	-5	0	0
O=C(CN1CCc2ccccc2C1)Nc1cccc(S(=O)(=O)N2CCOCC2)c1	-15	1	-9	10	-3	-12	6	-3	4
O=C(CSc1ncnc2[nH]ncc12)Nc1cccc(Oc2ccccc2)c1	-14	-6	-4	3	0	-3	9	-4	18
CC1c2cc3c(cc2CCN1C(=O)c1ccc(Cl)cc1)OCCCO3 (stereo not given)	-11	-2	-2	9	-3	-4	-12	-4	-10
N/C(=N\N=C\c1ccc(O)c(O)c1)c1nonc1N	99*	-17	96*	15	-11	-11	99*	-4	2
Cc1ccccc1OCC(=O)OCC(=O)Nc1ccc(Cl)cn1	-12	1	-7	16	5	1	10	2	9
O=C(NCc1cccs1)c1cc2c(s1)-c1ccccc1OC2	-6	0	-4	-374	-4	51	-8	1	32
CC(C(=O)N(C)Cc1cccc(F)c1)N1CCN(S(=O)(=O)c2ccc3c(c2)OCCCO3)CC1 (stereo not given)	3	-1	17	3	-3	-1	1	-1	-1
CS(=O)(=O)c1ccc(C(=O)Nc2ccccc2Cl)cc1	-32	4	-10	7	0	4	-8	-1	-4
C/C(=N\OCC(=O)Nc1ccccc1Br)c1cccs1	-1	4	-4	12	0	-11	1	-1	3
Cc1ccc(Nc2nc(CSc3nnnn3C)cs2)cc1	30	0	1	11	-4	19	9	-4	8
O=C(NNC(=O)c1ccco1)c1cccc([N+](=O)[O-])c1	-12	-8	-6	15	1	-8	-6	1	-3
CSc1nnc(NC(=O)c2nc(S(=O)(=O)Cc3ccccc3F)ncc2Cl)s1	-16	6	-2	13	3	-6	4	-8	24
CCN(CCNCC(O)COc1ccccc1C(C)C)c1cccc(C)c1 (stereo not given)	23	1	1	24	2	15	2	-6	32
Cc1ccc(OCCC(=O)OCC(=O)Nc2ccc3c(c2)OCCO3)cc1	-7	0	10	14	3	-1	-1	2	5
CC1CCc2sc(C(=O)OCC(=O)NCc3ccccc3)cc2C1 (stereo not given)	-9	10	-11	5	0	-3	-2	-2	-3
COC(=O)C1=C(C)N(C)C(=O)NC1c1cc2c(cc1[N+](=O)[O-])OCO2 (stereo not given)	-13	1	3	-232	-10	30	9	-4	-7
CN(CC(=O)Nc1nccs1)S(=O)(=O)c1ccc(F)cc1	-13	-4	-1	34	2	9	6	0	6
O=C(NC(Cc1c[nH]c2ccccc12)c1nnc2n1CCCCC2)c1ccccc1Cl (stereo not given)	-11	16	0	12	3	14	-2	3	11
NC(=S)NNC(=O)C12CC3CC(CC(C3)C1)C2	-11	-8	-1	16	3	20	4	2	6
CC(=O)N1c2ccccc2S(=O)(=O)c2c1ccc1ccccc21	.	-8	.	-100	-1	-1	.	.	.
Cc1ccc(C(=O)NN(CCC#N)C2=NS(=O)(=O)c3ccccc32)cc1	-7	-10	-6	6	1	0	0	-3	4
Cc1ccc(NC(=O)c2cc(N3C(=O)C4CC=CCC4C3=O)ccc2N2CCCCC2)cc1 (stereo not given)	-5	6	-3	-8	-1	23	7	-2	6
CCN(C[C@H]1N[C@@](Cc2ccccc2)(C(=O)OC)[C@H]2C(=O)N(Cc3ccccc3)C(=O)[C@@H]12)S(=O)(=O)c1ccc(C)cc1	24	2	3	4	1	17	1	-3	1
CC(C)n1cc(CN2CCC(n3nccc3NC(=O)C3CCCC3)CC2)cn1	-17	-4	-5	9	4	4	7	-1	1
CCCC(=O)OCC(=O)Nc1ccc2[nH]c(=O)[nH]c2c1	7	-1	-7	-22	-1	7	0	-1	-13
O=C1NC(=Nc2ccccc2)S/C1=C\c1ccccc1	5	-5	-3	-13	-1	18	12	0	-14
COc1ccc(C(=O)NNc2ccccc2)cc1OC	-4	-4	1	14	0	12	-1	-4	8
Cc1nsc2c1ccc1ccccc12	11	-11	-1	13	3	6	-2	3	5
Cc1ccc(C(CNC(=O)Nc2cccc(C)c2)N2CCN(C)CC2)cc1 (stereo not given)	-16	-1	2	9	2	0	-1	-6	-2
COc1ccc(C(CNC(=O)c2c(C)nn(Cc3ccc(C)cc3)c2Cl)N2CCOCC2)cc1 (stereo not given)	15	-1	5	-6	1	-9	8	-5	9
O=c1c2ccccc2c2ccccc2c(=O)n1-c1ccccc1	-2	-4	-3	15	-2	-30	6	1	10
CC(C)CC(=O)Nc1ccc(N2CCN(C(=O)c3cccs3)CC2)cc1	2	0	-3	11	2	-13	1	-4	4
Cc1ccc(OCc2nc(C#N)c(N3CCCC3)o2)cc1	-27	6	-4	23	-1	-7	4	3	9
CCNc1ccc(S(=O)(=O)N(C)C)cc1NCC(=O)Nc1ccc(F)c(Cl)c1	-1	11	-6	25	-28	21	10	2	6
Cc1cc2n(n1)C(c1cccs1)Nc1ccccc1-2 (stereo not given)	4	5	-1	-478	-3	10	-1	-1	23
CC(=O)N1CCc2cc(S(=O)(=O)N3CCOCC3)ccc21	-16	-4	-14	16	3	17	4	-1	-1
Oc1ccccc1-c1nc2cnccn2c1Nc1ccc2c(c1)OCCO2	-15	1	-3	0	-9	-10	-8	-1	-4
Cc1ccccc1NC(=O)NCCc1c[nH]c2ccccc12	-9	-5	3	33	2	15	1	1	17
Cc1ccc2[nH]c(C(=O)N3CCN(c4cccc(Cl)c4)CC3)cc2c1	-37	-6	-9	-1	-1	-10	-6	-4	-5

Sorted by heavy-atom count (falling): some entries from above.
SMILES	SENP6 block	HKDC1 inh	SENP8 block-1	SENP8 block-2	SENP1 inh	PfG6PD inh	SENP7 block	beta cell repl	UBC13 inh
COc1ccc(C(CNC(=O)c2c(C)nn(Cc3ccc(C)cc3)c2Cl)N2CCOCC2)cc1 (stereo not given)	15	-1	5	-6	1	-9	8	-5	9
CC(C)n1cc(CN2CCC(n3nccc3NC(=O)C3CCCC3)CC2)cn1	-17	-4	-5	9	4	4	7	-1	1
Oc1ccccc1-c1nc2cnccn2c1Nc1ccc2c(c1)OCCO2	-15	1	-3	0	-9	-10	-8	-1	-4
CC(C)CC(=O)Nc1ccc(N2CCN(C(=O)c3cccs3)CC2)cc1	2	0	-3	11	2	-13	1	-4	4
Cc1ccc2[nH]c(C(=O)N3CCN(c4cccc(Cl)c4)CC3)cc2c1	-37	-6	-9	-1	-1	-10	-6	-4	-5
O=c1c2ccccc2c2ccccc2c(=O)n1-c1ccccc1	-2	-4	-3	15	-2	-30	6	1	10
Cc1ccccc1NC(=O)NCCc1c[nH]c2ccccc12	-9	-5	3	33	2	15	1	1	17
CC(=O)N1CCc2cc(S(=O)(=O)N3CCOCC3)ccc21	-16	-4	-14	16	3	17	4	-1	-1
O=C1NC(=Nc2ccccc2)S/C1=C\c1ccccc1	5	-5	-3	-13	-1	18	12	0	-14
Cc1cc2n(n1)C(c1cccs1)Nc1ccccc1-2 (stereo not given)	4	5	-1	-478	-3	10	-1	-1	23
Cc1nsc2c1ccc1ccccc12	11	-11	-1	13	3	6	-2	3	5

Continued.
SMILES	SENP6 block	HKDC1 inh	SENP8 block-1	SENP8 block-2	SENP1 inh	PfG6PD inh	SENP7 block	beta cell repl	UBC13 inh
COc1ccc(CC(=O)NCCCSc2ccccc2)cc1OC	5	-2	-4	-2	3	-6	-13	5	1
Cc1ccc(NC(=S)N(C)C(c2ccccc2)c2ccccc2)cc1C	-5	6	-6	11	11	2	-3	-7	-6
COc1ccc(C(=O)O)cc1NC(=S)NC(=O)c1ccc(-c2ccc(Cl)cc2)o1	-13	-12	-4	-14	-2	-13	-6	-4	-26
COc1ccc(-c2csc(/C(C#N)=C\c3ccc(O)c([N+](=O)[O-])c3)n2)cc1OC	7	17	-3	34	14	-25	0	-6	-115
CCN1C(=S)N[C@@H](c2cccc(F)c2)C(C(=O)OC)=C1C	3	-4	8	14	0	-13	0	8	12
O=C(/C=N/O)Nc1ccccc1C(=O)O	2	-8	-4	6	2	2	9	0	-6
CC(C)Oc1ccc(C(=O)N(CN2CCCC2=O)c2ccc(F)cc2)cc1	-5	7	-8	13	0	-12	1	2	-4
COc1ccc(S(=O)(=O)N(C)Cc2ccc3c(c2)OCCO3)cc1	-13	-3	2	4	1	-3	3	4	9
Cc1nnc(SCc2cc(=O)n3[nH]cnc3n2)s1	-18	-5	-6	7	1	-15	-6	-3	0
COc1ccc(CC(=O)Nc2ccc(N3CCN(c4ccc(OC)cc4)CC3)c(C#N)c2)cc1	-22	-3	-6	-38	1	-10	-8	-1	-1

2 entries picked at random from those above:
SMILES	SENP6 block	HKDC1 inh	SENP8 block-1	SENP8 block-2	SENP1 inh	PfG6PD inh	SENP7 block	beta cell repl	UBC13 inh
CC(C)Oc1ccc(C(=O)N(CN2CCCC2=O)c2ccc(F)cc2)cc1	-5	7	-8	13	0	-12	1	2	-4
COc1ccc(S(=O)(=O)N(C)Cc2ccc3c(c2)OCCO3)cc1	-13	-3	2	4	1	-3	3	4	9

Rows were taken by chance; 4% or so of the library scored in one or more.
